Compound activity: PubChem BioAssay, Sanford-Burnham Center for Chemical Genomics
tim10-1 inh: growth inhibitors of tim10-1 mutant yeast, primary screen, luminescence, uHTS. actives 2.2% (n = 330,000). S. cerevisiae tim10-1 ts strain growth, BacTiter-Glo, 24 h. inhibition, % at 20 µM;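 active = inhibition of at least 40%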;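 also: mutant grown at 25 °C; 0% = DMSO wells with yeast and 100% = wells holding no yeast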
UPR XBP1 act: activators of adaptive XBP1 UPR arm, primary screen, cell-based, CHO-XBP1 luciferase reporter, luminescence, uHTS; activation, % at 20 µM; IRE1-XBP1 UPR activation; percent of tunicamycin response, DMSO as zero; actives 0.33% (n = 330,000);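 active = versus positive control, 20 µM dose yields 30% or more activation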;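 also: 100% = tunicamycin at 10 µg/mL and 0% = DMSO only wells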
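Assay system: CHO-XBP1 luciferase reporter cells; Schedule: 6 h treatment, 37 °C; Detection: glow luminescence from Steady-Glo reagent; Benchmarks: high control tunicamycin 10 µg/mL final, low control DMSO vehicle only.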
NLRP3 yeast inh: NALP3 inflammasome inhibitors in reconstituted yeast, primary screen, luminescence, uHTS | Yeast reconstituted NLRP3/ASC/caspase-1, beta-gal luminescence, 24 h | actives 0.39% (n = 330,000) | inhibition, % at 10 µM;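 active = inhibition of 50% or more; inactive = inhibition below 50%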;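 also: plate controls were induced DMSO wells for no effect and uninduced yeast grown without galactose for full effect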
Mdm2 MdmX PPI: inhibitors of human Mdm2-MdmX association, primary screen, cell-based, luminescence, split luciferase, SaOS-2, uHTS; SaOS-2 split-luciferase Mdm2/MdmX complementation; inhibition, % at 8 µM; actives 3% (n = 330,000); AID 485346, 2010;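 active = inhibition of at least 50% at 8 µM in the primary screen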
tim23-1 inh: growth inhibitors of tim23-1 mutant yeast, primary screen, luminescence, uHTS; S. cerevisiae tim23-1 growth, BacTiter-Glo luminescence, 24 h; inhibition, % at 20 µM; actives 1.3% (n = 330,000); AID 463212, 2010;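 active = growth inhibition of the mutant yeast at or above 50%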;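 also: temperature-sensitive mutant grown at 25 °C; plate controls were DMSO-treated mutant yeast for no effect and medium wells lacking yeast for full effect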
APJ agonist: agonists of human apelin receptor APJ, primary screen, CHO-K1 cells, PathHunter beta-arrestin, luminescence; P35414; 0% DMSO wells, 100% apelin; activation, % at 20 µM; actives 0.11% (n = 330,000); AID 2520, 2010;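 active = activation more than six SD over the plate average, tested at 20 µM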;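 also: 0% = DMSO alone and 100% = apelin-13 at 10 nM; some results filed as inactive read as strong as hits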
Target sequence (P35414 whole entry, looked up): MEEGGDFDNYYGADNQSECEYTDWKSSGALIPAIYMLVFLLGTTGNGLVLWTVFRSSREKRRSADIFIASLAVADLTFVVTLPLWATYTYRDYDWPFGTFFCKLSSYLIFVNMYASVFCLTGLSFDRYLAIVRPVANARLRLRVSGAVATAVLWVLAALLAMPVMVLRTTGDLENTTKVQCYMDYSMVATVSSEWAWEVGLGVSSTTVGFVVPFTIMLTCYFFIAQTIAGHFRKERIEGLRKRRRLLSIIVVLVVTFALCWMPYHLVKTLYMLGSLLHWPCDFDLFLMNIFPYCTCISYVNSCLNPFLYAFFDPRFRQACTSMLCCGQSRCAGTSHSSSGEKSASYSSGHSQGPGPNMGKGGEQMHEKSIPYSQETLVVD
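Test system – PathHunter CHO-K1 APJ (AGTRL-1) beta-arrestin reporter cells · Input – 1000 cells/well · Compound – single test compound dose, 20 µM final, 1% DMSO · Times – compound stimulation 90 min at 25 °C, detection 60 min · Technique – beta-gal luminescence · Read-out basis – APJ–arrestin association signal · Control set – negative DMSO alone, positive Apelin-13 at 10 nM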
TIM10 inh: growth inhibitors of isogenic TIM10 control yeast, primary screen, counter-screen for tim10-1 yeast inhibitor project, luminescence, uHTS; AID 463195, 2010; inhibition, % at 10 µM; actives 1.4% (n = 330,000); S. cerevisiae TIM10 strain growth, BacTiter-Glo luminescence, 24 h;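 active = inhibition of 40% or more at the single tested concentration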;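 also: wild-type TIM10 isogenic control strain grown at permissive 25 °C; 0% = DMSO yeast wells and 100% = minimal medium wells without yeast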
GRIN3A LBD mod: binders of NR3A ligand-binding domain, primary screen, biophysical, differential scanning fluorimetry, uHTS; Glutamate receptor ionotropic, NMDA 3A (GRIN3A) ligand-binding domain; NR3A LBD differential scanning fluorimetry, Tm shift; 0% = protein alone, 100% = glycine-bound protein; actives 2.5% (n = 340,000); AID 1259313, 2017; Tm shift relative to glycine control, % at 25 µM;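 active = melting temperature shift of at least 10% of the positive control shift, at one fixed dose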
CHOP UPR activ: activators of apoptotic CHOP UPR arm, primary screen, cell-based, CHO-CHOP luciferase reporter, luminescence, uHTS | actives 0.34% (n = 330,000) | AID 449763, 2010 | activation, % at 10 µM | UPR activation; percent of tunicamycin response over DMSO baseline;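 active = at 10 µM dose, activation of 40% or more, normalized to positive control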;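 also: 100% = tunicamycin at 10 µg/mL and 0% = DMSO alone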
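System: CHO CHOP reporter cells. Amount: 500 cells per well. Buffer or medium: F12 medium, 10% FBS. Compound dosing: one dose, 10 µM in 0.5% DMSO. Incubation: 6 h compound exposure at 37 °C after overnight seeding. Technique: Steady-Glo luciferase luminescence. Benchmarks: tunicamycin and DMSO controls.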
Active calls of the source: *.

Results for COc1ccc(NC(=O)C/C(C)=N/NC(=O)C(=O)NC(C)C)c(OC)c1 ?
tim10-1 inh: 15; UPR XBP1 act: -3; NLRP3 yeast inh: 12; Mdm2 MdmX PPI: 6; tim23-1 inh: 15; APJ agonist: -3; TIM10 inh: 10; GRIN3A LBD mod: -4; CHOP UPR activ: -2.5

Results for O=[N+]([O-])c1ccc(N2CCOCC2)cc1SCc1ccco1 ?
tim10-1 inh: 15; UPR XBP1 act: 1; NLRP3 yeast inh: 14; Mdm2 MdmX PPI: 16; tim23-1 inh: 9; APJ agonist: 3; TIM10 inh: -2; GRIN3A LBD mod: -3; CHOP UPR activ: 0.9

What do the screens show for `C=CCN=C1S/C(=C\c2ccc(N(C)C)cc2)C(=O)N1CC=C`?
tim10-1 inh: 14; UPR XBP1 act: 2; NLRP3 yeast inh: 24; Mdm2 MdmX PPI: -1; tim23-1 inh: 7; APJ agonist: 0; TIM10 inh: -16; GRIN3A LBD mod: -10; CHOP UPR activ: 6.7

Results for CCC(CC)c1nc2ccccc2c(=O)[nH]1 ?
tim10-1 inh: -11; UPR XBP1 act: -3; NLRP3 yeast inh: 12; Mdm2 MdmX PPI: 6; tim23-1 inh: -19; APJ agonist: 0; TIM10 inh: -28; GRIN3A LBD mod: 0; CHOP UPR activ: 0.6

How did COc1ccc(C2C(C(=O)Nc3cc(OC)c(OC)c(OC)c3)c3ccccc3C(=O)N2C)cc1 (centres undefined) do in these assays?
tim10-1 inh: 7; UPR XBP1 act: 5; NLRP3 yeast inh: 15; Mdm2 MdmX PPI: 48; tim23-1 inh: -1; APJ agonist: -3; TIM10 inh: 4; GRIN3A LBD mod: 2; CHOP UPR activ: 1.7

How did C=CCN1C(=O)c2ccc(C(=O)N(CC)CC(=O)Nc3ccc(OC)cc3)cc2C1=O do in these assays?
tim10-1 inh: 1; UPR XBP1 act: -1; NLRP3 yeast inh: 10; Mdm2 MdmX PPI: 19; tim23-1 inh: 13; APJ agonist: 3; TIM10 inh: 1; GRIN3A LBD mod: 4; CHOP UPR activ: 0.2

How did COc1c(Br)cc(Br)cc1/C=N/NC(=O)c1ccncc1 do in these assays?
tim10-1 inh: 5; UPR XBP1 act: -2; NLRP3 yeast inh: 1; Mdm2 MdmX PPI: 8; tim23-1 inh: 15; APJ agonist: -2; TIM10 inh: 4; GRIN3A LBD mod: -1; CHOP UPR activ: 0.1

What do the screens show for `Cc1ccc(Oc2nc(-c3ccccc3)ncc2S(C)(=O)=O)cc1`?
tim10-1 inh: 9; UPR XBP1 act: 6; NLRP3 yeast inh: -13; Mdm2 MdmX PPI: -6; tim23-1 inh: 14; APJ agonist: -3; TIM10 inh: 6; GRIN3A LBD mod: 0; CHOP UPR activ: 1.3

What do the screens show for `COc1cc(OC)c(C(=O)Nc2cccc(C(C)=O)c2)cc1OC`?
tim10-1 inh: 10; UPR XBP1 act: 1; NLRP3 yeast inh: 30; Mdm2 MdmX PPI: 3; tim23-1 inh: -5; APJ agonist: 0; TIM10 inh: 0; GRIN3A LBD mod: 1; CHOP UPR activ: 7.1

How did O=C1C=C(NCC2CCCO2)C2(CCCCC2)O1 (centres undefined) do in these assays?
tim10-1 inh: 9; UPR XBP1 act: -1; NLRP3 yeast inh: 15; Mdm2 MdmX PPI: 5; tim23-1 inh: 16; APJ agonist: -4; TIM10 inh: 4; GRIN3A LBD mod: -1; CHOP UPR activ: -0.1

Results for CCCCN(C(=O)C1CC(=O)N(c2ccc(CC)cc2)C1)c1c(N)n(CCC)c(=O)[nH]c1=O (centres undefined) ?
tim10-1 inh: 9; UPR XBP1 act: 2; NLRP3 yeast inh: 9; Mdm2 MdmX PPI: 15; tim23-1 inh: -10; APJ agonist: 1; TIM10 inh: -7; GRIN3A LBD mod: 0; CHOP UPR activ: -1.9

What do the screens show for `COc1ccc(OCC(=O)Nc2c3c(nn2C(C)(C)C)CS(=O)(=O)C3)cc1`?
tim10-1 inh: -15; UPR XBP1 act: -3; NLRP3 yeast inh: 14; Mdm2 MdmX PPI: 15; tim23-1 inh: -3; APJ agonist: 2; TIM10 inh: -3; GRIN3A LBD mod: -1; CHOP UPR activ: -0.8

What do the screens show for `CC(NC(=O)C1c2ccccc2Oc2ccccc21)C1CCCO1` (centres undefined)?
tim10-1 inh: 4; UPR XBP1 act: -1; NLRP3 yeast inh: -1; Mdm2 MdmX PPI: 3; tim23-1 inh: 20; APJ agonist: -1; TIM10 inh: 3; GRIN3A LBD mod: 0; CHOP UPR activ: 1.5

Results for O=C(Nc1ccccc1)C1C(c2ccccc2)C1(Cl)Cl (centres undefined) ?
tim10-1 inh: 43*; UPR XBP1 act: -3; NLRP3 yeast inh: 59*; Mdm2 MdmX PPI: 11; tim23-1 inh: 55*; APJ agonist: -1; TIM10 inh: 25; GRIN3A LBD mod: -7; CHOP UPR activ: 0.5

How did COC(=O)Nc1ccc(S(=O)(=O)NNC(=O)c2c(O)c3ccccc3n(C)c2=O)cc1 do in these assays?
tim10-1 inh: -3; UPR XBP1 act: -3; NLRP3 yeast inh: 1; Mdm2 MdmX PPI: 13; tim23-1 inh: 7; APJ agonist: 8; TIM10 inh: -22; GRIN3A LBD mod: -5; CHOP UPR activ: 0.1

What do the screens show for `Cc1ccccc1Cn1ccc(NC(=O)CCSc2nc(-c3ccco3)cc(C(F)(F)F)n2)n1`?
tim10-1 inh: 21; UPR XBP1 act: 1; NLRP3 yeast inh: 20; Mdm2 MdmX PPI: 18; tim23-1 inh: 18; APJ agonist: -4; TIM10 inh: 5; GRIN3A LBD mod: -25; CHOP UPR activ: -0.5

Results for CCOC(=O)c1sc(NC(=O)CCN2CCOCC2)c(C(=O)OCC)c1C ?
tim10-1 inh: -9; UPR XBP1 act: 2; NLRP3 yeast inh: 9; Mdm2 MdmX PPI: 33; tim23-1 inh: 4; APJ agonist: -2; TIM10 inh: -9; GRIN3A LBD mod: 2; CHOP UPR activ: 43*

What do the screens show for `Cc1nn(C)cc1CNC(=O)c1cc2n(n1)C(C(F)(F)F)CC(c1cccs1)N2` (centres undefined)?
tim10-1 inh: -3; UPR XBP1 act: -3; NLRP3 yeast inh: -2; Mdm2 MdmX PPI: 11; tim23-1 inh: -1; APJ agonist: -1; TIM10 inh: 4; GRIN3A LBD mod: -1; CHOP UPR activ: -0.2

Results for Cc1ccc(NC(=O)CN(C)C(=O)c2nn(C)c(=O)c3ccccc23)cc1 ?
tim10-1 inh: -6; UPR XBP1 act: 2; NLRP3 yeast inh: -2; Mdm2 MdmX PPI: 7; tim23-1 inh: 11; APJ agonist: 0; TIM10 inh: -17; GRIN3A LBD mod: -2; CHOP UPR activ: 1.0

Results for O=C(NN1C(=O)c2ccccc2NC1c1ccco1)c1ccccc1 (centres undefined) ?
tim10-1 inh: 3; UPR XBP1 act: 8; NLRP3 yeast inh: 13; Mdm2 MdmX PPI: -9; tim23-1 inh: 6; APJ agonist: -2; TIM10 inh: -3; GRIN3A LBD mod: 1; CHOP UPR activ: -0.2

Sorted by SMILES length (rising): some entries from above
How did O=C1C=C(NCC2CCCO2)C2(CCCCC2)O1 (centres undefined) do in these assays?
tim10-1 inh: 9; UPR XBP1 act: -1; NLRP3 yeast inh: 15; Mdm2 MdmX PPI: 5; tim23-1 inh: 16; APJ agonist: -4; TIM10 inh: 4; GRIN3A LBD mod: -1; CHOP UPR activ: -0.1

Results for O=C(Nc1ccccc1)C1C(c2ccccc2)C1(Cl)Cl (centres undefined) ?
tim10-1 inh: 43*; UPR XBP1 act: -3; NLRP3 yeast inh: 59*; Mdm2 MdmX PPI: 11; tim23-1 inh: 55*; APJ agonist: -1; TIM10 inh: 25; GRIN3A LBD mod: -7; CHOP UPR activ: 0.5

Results for O=[N+]([O-])c1ccc(N2CCOCC2)cc1SCc1ccco1 ?
tim10-1 inh: 15; UPR XBP1 act: 1; NLRP3 yeast inh: 14; Mdm2 MdmX PPI: 16; tim23-1 inh: 9; APJ agonist: 3; TIM10 inh: -2; GRIN3A LBD mod: -3; CHOP UPR activ: 0.9

Next entries follow.
How did Cc1c(C(=O)N2CCC(n3nccc3NC(=O)C3CC3)CC2)[nH]c2ccc(Cl)cc12 do in these assays?
tim10-1 inh: 3; UPR XBP1 act: -5; NLRP3 yeast inh: 0; Mdm2 MdmX PPI: 21; tim23-1 inh: -1; APJ agonist: -1; TIM10 inh: 0; GRIN3A LBD mod: -3; CHOP UPR activ: 0.9

Results for CNc1nc2c(C)cccn2c(=O)c1C=NCc1ccccc1 ?
tim10-1 inh: 22; UPR XBP1 act: 1; NLRP3 yeast inh: 3; Mdm2 MdmX PPI: 16; tim23-1 inh: -4; APJ agonist: -3; TIM10 inh: 3; GRIN3A LBD mod: 7; CHOP UPR activ: 0.9

Results for N#Cc1ccccc1NS(=O)(=O)c1cc2c3c(c1)CCC(=O)N3CCC2 ?
tim10-1 inh: 24; UPR XBP1 act: -2; NLRP3 yeast inh: 37; Mdm2 MdmX PPI: 6; tim23-1 inh: 8; APJ agonist: 13; TIM10 inh: 9; GRIN3A LBD mod: -3; CHOP UPR activ: -1.4

What do the screens show for `O=C(Nc1ccc(S(=O)(=O)N2CCOCC2)cc1)c1ccc2c(c1)OCO2`?
tim10-1 inh: 11; UPR XBP1 act: -1; NLRP3 yeast inh: 12; Mdm2 MdmX PPI: -33; tim23-1 inh: 27; APJ agonist: 0; TIM10 inh: 2; GRIN3A LBD mod: 10; CHOP UPR activ: 2.6

How did COc1cccc(OC)c1C(=O)Nc1cccc(C(=O)Nc2cccc(C(=O)O)c2)c1 do in these assays?
tim10-1 inh: 2; UPR XBP1 act: 2; NLRP3 yeast inh: 7; Mdm2 MdmX PPI: -12; tim23-1 inh: -2; APJ agonist: -3; TIM10 inh: -10; GRIN3A LBD mod: 4; CHOP UPR activ: -1.2

What do the screens show for `CC1CC(C)CN(S(=O)(=O)c2ccc3c(c2)oc(=O)n3CC(=O)N2CCOCC2)C1` (centres undefined)?
tim10-1 inh: 1; UPR XBP1 act: 0; NLRP3 yeast inh: 26; Mdm2 MdmX PPI: 3; tim23-1 inh: 5; APJ agonist: -2; TIM10 inh: 2; GRIN3A LBD mod: 2; CHOP UPR activ: -0.6

What do the screens show for `COc1cccc(N2CCN(Cc3nc(N)nc(N4CCCc5ccccc54)n3)CC2)c1`?
tim10-1 inh: 37; UPR XBP1 act: -2; NLRP3 yeast inh: 12; Mdm2 MdmX PPI: 25; tim23-1 inh: 33; APJ agonist: -8; TIM10 inh: 26; GRIN3A LBD mod: -3; CHOP UPR activ: -2.3

What do the screens show for `CC1(C)CC(=O)c2sc(NS(=O)(=O)c3ccc(Br)cc3)nc2C1`?
tim10-1 inh: -5; UPR XBP1 act: -3; NLRP3 yeast inh: 21; Mdm2 MdmX PPI: -1; tim23-1 inh: 14; APJ agonist: 1; TIM10 inh: 1; GRIN3A LBD mod: -4; CHOP UPR activ: -0.9
